Assay outcomes from PubChem BioAssay.
Glioma ERSR ind – induces the endoplasmic reticulum stress response in human glioma cells | Potency, µM, without a hit: at the highest dose activation, actives largely listed as activators | U87-MG GRP78 promoter luciferase reporter, 16 h | AID 602332 | 420,000 tested, 0.02% active; further: potency means the concentration at half of the fitted maximal effect; series mostly up to about 76 µM; % of control where 0% means no effect; nearly all actives have a fitted effect of over 35% in size
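Stably transfected U87-MG human glioma cells carrying a GRP78-based luminescent sensor were seeded at 1000 cells/well, pin-dosed with compounds and incubated 16 h. Luciferase reagent was then added, and end-point luminescence was read after 10 min at room temperature.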
USP1-UAF1 inh – USP1/UAF1 (human) deubiquitinase inhibition; 390,000 tested, 0.23% active; Potency, µM (doses to about 57.1 µM), for inactives: top-dose activity change, negative = inhibition, hits mostly inhibitors; O94782; recombinant USP1/UAF1, Ub-Rhodamine cleavage fluorescence; further: potency means the concentration at half of the fitted maximal effect; on the % scale 0 is the no-effect control and ±100 the full control effect; nearly all actives have a fitted effect of over 60% in size; inactives centre near -12
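Step one: compound is pinned into 1nM USP1/UAF1 in HEPES pH 7.8 buffer with TCEP. Step two: 15 min room-temperature incubation. Step three: Ub-Rho (150nM final) starts cleavage, tracked by fluorescence over six one-minute reads.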
mIDH1 inhibitor – human IDH1 R132H inhibition. O75874. AID 602179. Potency, µM (titrated, usually from 76.6 µM), for inactives: top-dose activity change, negative = inhibition, most hits filed as inhibitors. 390,000 tested, 0.093% active. IDH1-R132H enzyme, NADPH consumption, diaphorase/resazurin fluorescence; further: potency means the concentration at half of the fitted maximal effect; on the % scale 0 is the no-effect control and ±100 the full control effect; nearly all actives have a fitted effect of over 65% in size
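IDH1-R132H (0.5 ug/mL dispensed) in pH 7.5 Tris buffer was preincubated 30 min with compound, then given a substrate mix of 0.016 mM NADPH and 2 mM alpha-KG for 80 min at room temperature; remaining NADPH was read by diaphorase/resazurin fluorescence.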
Vif-APOBEC3F blk – inhibitors of Vif-A3F interaction. HeLa A3F-eYFP + Vif (tagged APOBEC3F with the HIV-1 protein that degrades it), YFP fluorescence increase. Potency, µM (doses to about 46.1 µM), inactives show at the top dose activity, negative = active. 390,000 tested, 0.2% active; further: potency means the concentration at half of the fitted maximal effect; % of control where 0% means no effect; nearly all actives have a fitted effect of over 65% in size
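Fluorescence increase (Ex 488/Em 500-530) after overnight compound treatment at 37 deg C flags inhibition of Vif-driven A3F-eYFP loss in stable HeLa A3F-eYFP/Vif cells seeded overnight beforehand.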
PI4K2A block – PI4K2A (human) kinase inhibition | purified PI4K2A, ADP-Glo luminescence, 1 h; stronger effect = lower value | Q9BTU6 | 420,000 tested, 0.13% active | activity change, negative = inhibition, % at 76.9 µM; in the data active means activity change below about -50%; inconclusive means mostly about -30% to -49%;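 further: -100% = wells without enzyme as full effect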
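PI4K2A activity was measured by ADP-Glo luminescence: enzyme (4 ug/mL stock) and phosphatidylinositol (1.2 mM stock) in Tris pH 7.5/MgCl2/EGTA/Triton X-100 buffer were reacted with ATP (300 microM stock) for one hour at ambient temperature.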
RXFP1 ag – agonists of human relaxin receptor RXFP1. HEK293T-RXFP1 cAMP TR-FRET, 30 min; response scale: percent of porcine relaxin response, buffer zero. Potency, µM (series often up to 57.5 µM), for the others: at the highest dose activation, usual class: activators. 370,000 tested, 0.3% active; further: potency means the concentration at half of the fitted maximal effect; on the % scale 0 is the no-effect control and ±100 the full control effect; nearly all actives have a fitted effect of over 60% in size; many of its hits are not listed in these tables
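HEK293 cells stably expressing RXFP1, treated 30 min at 37C with compounds plus PDE4 inhibitor Ro 20174; cAMP measured by HTRF TR-FRET. Normalized to buffer and 29 nM porcine relaxin; EC50 by Hill fit.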
LDHA inh – blocks human lactate dehydrogenase A. P00338. purified LDHA, NADH/diaphorase-resazurin fluorescence; stronger effect = lower value. activity change, % (values are at about 110 or 230 µM). 480,000 tested, 0.15% active; in the data active means activity change below about -30%; inconclusive means mostly about -25% to -30%;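 further: plate controls were DMSO wells for no effect and wells without enzyme for full effect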
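Human LDH5 at 2 nM final in Tris HCl pH 7.4 with 0.06 mM NADH and 0.2 mM pyruvate, reacted 5 minutes at room temperature. Remaining NADH coupled via diaphorase/resazurin; resorufin fluorescence read at 0 and 20 minutes, normalized to enzyme-free and DMSO wells.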
TrxR1 substrate – is turned over as a substrate by rat TrxR1; purified TrxR1 substrate turnover, NADPH consumption readout; Potency, µM (titrated, usually from 114 µM), for inactives: at the highest dose activity change, negative = substrate turnover; 390,000 tested, 0.01% active; AID 588456; further: potency means the concentration at half of the fitted maximal effect; on the % scale 0 is the no-effect control and ±100 the full control effect; nearly all actives have a fitted effect of over 50% in size
Target sequence (O89049 whole entry, looked up): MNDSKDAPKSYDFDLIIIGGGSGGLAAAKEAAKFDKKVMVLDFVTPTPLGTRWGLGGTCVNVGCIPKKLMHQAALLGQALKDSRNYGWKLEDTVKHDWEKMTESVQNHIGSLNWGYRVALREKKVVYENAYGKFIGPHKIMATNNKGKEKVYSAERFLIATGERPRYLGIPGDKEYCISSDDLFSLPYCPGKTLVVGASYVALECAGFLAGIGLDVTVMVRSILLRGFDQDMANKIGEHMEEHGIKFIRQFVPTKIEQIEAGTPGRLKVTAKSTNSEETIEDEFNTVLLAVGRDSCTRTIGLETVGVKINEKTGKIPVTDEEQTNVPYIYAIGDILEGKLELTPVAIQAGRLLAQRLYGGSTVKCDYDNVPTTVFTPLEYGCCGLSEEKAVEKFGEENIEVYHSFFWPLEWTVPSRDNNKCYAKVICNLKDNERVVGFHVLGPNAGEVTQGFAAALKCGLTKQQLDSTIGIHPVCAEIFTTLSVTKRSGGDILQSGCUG
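Rat TrxR1, dispensed at 90 nM, was prereduced with 400 uM NADPH (final) for 5 min at ~22 deg C, then incubated with compound 15 min before 400 uM selenite. A first-read NADPH fluorescence drop versus no-compound background flagged substrates.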
Vif-A3G inh – Vif-A3G binding inhibition. 410,000 tested, 0.076% active. Potency, µM (top dose mostly 46.1 µM), inactives show top-dose activity, negative = active, hits mostly inhibitors. HeLa A3G-eYFP + Vif (tagged APOBEC3G with the HIV-1 protein that degrades it), YFP fluorescence, overnight. Q9HC16;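 further: potency means the concentration at half of the fitted maximal effect; on the % scale 0 is the no-effect control and ±100 the full control effect; nearly all actives have a fitted effect of over 60% in size; hits raise eYFP signal because A3G escapes Vif-driven loss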
Target sequence (Q9HC16 whole entry, looked up): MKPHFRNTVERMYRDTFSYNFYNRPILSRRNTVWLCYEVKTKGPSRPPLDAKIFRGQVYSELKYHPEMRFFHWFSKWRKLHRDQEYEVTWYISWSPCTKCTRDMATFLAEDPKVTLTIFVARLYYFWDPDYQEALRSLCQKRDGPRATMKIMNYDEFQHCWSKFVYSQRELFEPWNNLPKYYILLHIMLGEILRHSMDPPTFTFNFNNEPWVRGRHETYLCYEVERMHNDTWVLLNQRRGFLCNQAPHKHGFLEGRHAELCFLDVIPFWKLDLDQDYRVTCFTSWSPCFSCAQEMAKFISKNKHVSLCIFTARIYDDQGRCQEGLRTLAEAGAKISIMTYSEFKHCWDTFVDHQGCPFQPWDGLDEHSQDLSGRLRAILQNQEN
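Read-out is eYFP fluorescence (Ex 488/Em 500-530) from Vif-expressing HeLa A3G-eYFP cells; more signal means A3G escaped Vif-mediated degradation. Cells plated overnight, compound pinned in, incubated overnight at 37 deg C.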
Starred values were filed as active, the others as inactive; u = inconclusive; x = no result given; & = joins results of further samples; [ ] = another dose, or the depositor's remark. Unless noted, the call rests on the fitted dose curve; in most records, active means well fitted curve in the direction sought with a large enough effect; inconclusive means small, poorly fitted or top-dose-only effect, or another doubt; inactive means no such curve, though single readings can be large; an effect the other way counts as inactive or inconclusive. These rows are one share of the data; rates above refer to the full screens.

SMILES	Glioma ERSR ind	USP1-UAF1 inh	mIDH1 inhibitor	Vif-APOBEC3F blk	PI4K2A block	RXFP1 ag	LDHA inh	TrxR1 substrate	Vif-A3G inh
COc1ccc(CNC(=O)C(c2ccncc2)N(C(=O)Cc2cccs2)c2ccccc2)cc1 (configuration not stated)	-1.0%	-7.2%	-8.7%	-4.9%	3.6	-0.4%	-10.6	7.6%[57.1 µM]	-2.2%
O=Cc1c(NCc2ccc(Cl)cc2)c2ccccc2[nH]c1=O	-4.7%	-25.4%	-3.1%	2.3%	1.9	0.4%	-2.6	-0.2%	-0.2%
O=C(Nc1c2c(nn1-c1ccc(F)cc1)CS(=O)C2)C12CC3CC(CC(C3)C1)C2 (configuration not stated)	-4.4%	1.7%	-2.2%	-10.8%	3.0	0.5%	-0.5	-6.9%	-3.4%
Cc1ccn2c(-c3n[nH]c(=S)n3Cc3ccccc3)c(C)nc2c1	-4.7%	-3.8%	-2.1%	-12.8%	4.9	1.4%	-6.9	-4.6%	0.5%
CCOC(=O)c1cccc(NC(=O)COC)c1	-3.3%	-14.5%	3.2%	4.0%	-0.9	-1.0%	-0.3	-5.6%[57.1 µM]	1.7%
O=C(Nc1nnc(S(=O)(=O)N2CCCCC2)s1)c1ccc(Cl)cc1	-3.1%&0.6%	-4.1%&-9.0%	27.5%&30.8%	1.5%&13.2%	-8.2&-1.7	5.7%&0.0%	-2.6&-9.1	-0.1%[57.1 µM]	3.9%&6.5%
O=Cc1ccc(C(=O)OCC(=O)N2CCCC2)cc1	-0.4%	-2.2%	6.6%	6.2%	-1.1	1.3%	-4.4	9.2%[57.1 µM]	-0.5%
CC(C)Cc1ccc(/C=C/C(=O)N2CCOCC2)cc1	0.3%	0.1%	8.3%	5.5%	0.2	-0.6%	-6.0	8.6%[57.1 µM]	-0.4%
CN(C)c1cc[n+](Cc2c(Cl)cccc2Cl)cc1	-8.0%	-0.3%	0.7%	0.9%	1.0	1.6%	0.7	-8.7%	0.9%
COc1ccccc1CNc1nc(NCc2ccc(C(C)C)cc2)c2sccc2n1	-10.3%	x	x	x	-3.1	x	-5.3	x	-16.5%

The last 2 compounds of the part above lead into the next:
SMILES	Glioma ERSR ind	USP1-UAF1 inh	mIDH1 inhibitor	Vif-APOBEC3F blk	PI4K2A block	RXFP1 ag	LDHA inh	TrxR1 substrate	Vif-A3G inh
CN(C)c1cc[n+](Cc2c(Cl)cccc2Cl)cc1	-8.0%	-0.3%	0.7%	0.9%	1.0	1.6%	0.7	-8.7%	0.9%
COc1ccccc1CNc1nc(NCc2ccc(C(C)C)cc2)c2sccc2n1	-10.3%	x	x	x	-3.1	x	-5.3	x	-16.5%
O=C(c1sc2ccccc2c1Cl)N(Cc1ccccc1)C1CCS(=O)(=O)C1 (configuration not stated)	-5.9%	-26.0%	-1.2%	-1.2%	-5.3	0.9%	-3.1	4.8%	0.0%
COc1cccc(-c2ccc3c(N)c(C(=O)NC4CC4)sc3n2)c1	-4.2%	2.5%	4.9%	8.5%	u	30.0%	1.8	-19.2%[57.1 µM]	-11.0%
COc1ccc([C@H]2CC(=O)C=C(c3cc(C=O)ccc3OC)C2)cc1	-2.6%	16.5%	-4.5%	-6.5%	3.4	0.0%	-8.4	18.6%[57.1 µM]	-27.4%
O=C(Nc1ccn(Cc2ccc(Cl)cc2)n1)c1ccccc1	4.1%	-22.4%	5.7%	6.2%	1.8	-0.5%	-7.1	-9.6%	1.3%
C/C(=N/NC(=O)Cc1c(C)[nH][nH]c1=O)c1ccc(O)cc1	-4.6%	2.8%	1.0%	-11.6%	0.8	0.6%	-5.0	-1.0%	0.3%
COc1ccnc(Nc2cccc(C)c2)c1C#N	-4.0%	-9.9%	2.5%	-1.8%	-0.8	-0.3%	-1.9	11.3%	0.3%
O=C(CCc1ccccc1)Nc1c(F)c(F)c(F)c(F)c1F	0.8%	-15.9%	4.3%	-2.1%	-4.4	1.9%	-1.9	-10.9%	-4.8%
Cc1c(C(=O)N(C)c2ccccc2)sc2nc(-c3ccc(F)cc3)cn12	3.2%	-7.8%	4.7%	-14.5%	-3.7	4.4%	7.2	4.1%[57.1 µM]	-7.9%
CCOc1ccc(-c2nnc(SCC(=O)N3CCCC3)o2)cc1	3.8%	u	5.6%	8.8%	0.5	0.0%	-11.3	5.9%[0.457 µM]	-1.6%
COC(=O)Nc1ccc(S(=O)(=O)N(CCO)CCO)cc1	-1.0%	1.7%	3.6%	-7.3%	4.5	0.5%	-1.8	6.3%[57.1 µM]	-2.2%
CCc1nnc(NC(=O)[C@@H](NS(=O)(=O)c2ccc3c(c2)OCCO3)C(C)C)s1	-2.6%	5.5%	0.0%	-8.4%	13.6	x	-7.0	-2.1%	1.1%
COc1cccc(-c2ccc(SCC(=O)NC3CCCC3)nn2)c1	-2.2%	-12.7%	7.5%	-13.9%	1.3	-0.8%	-1.8	9.2%	-4.3%
COc1ccc2[nH]c3c(c2c1)CCN1C(=O)C(CC(=O)NCCCN(C)C)C[C@H](C(=O)N2CCCCC2)[C@@]31CCc1ccccc1 (some centres not stated)	-1.7%	-15.8%	-1.4%	1.4%	-2.9	x	1.6	-2.6%	8.6%
O=C(C/C=N/OCc1ccc(Cl)cc1)c1cnc(-c2ccccc2)s1	-7.5%	-18.5%	7.1%	-1.0%	0.6	-0.3%	3.2	-6.5%	-4.8%
O=C(Cn1ncc2c3ccccc3n(Cc3ccccc3F)c2c1=O)NCCCN1CCCC1=O	-2.0%	-8.3%	0.0%	-6.0%	-1.4	-3.4%	2.6	4.6%	-2.3%
CCn1c(=O)c(C(=O)NCCc2ccccc2)c(O)c2ccccc21	-2.4%	-4.2%	1.6%	-7.8%	-7.6	1.2%	1.6	4.3%	-6.1%
CCSC1OC(C(COC(C)=O)OC(C)=O)C(OC(C)=O)C1NC(C)=S (configuration not stated)	-0.1%	-15.9%	-5.6%	4.8%	2.6	x	-15.7	-3.9%	0.0%
COc1cc(/C=N/NC(=O)c2ccccc2Cl)ccc1Oc1ccc([N+](=O)[O-])cn1	-3.0%	-22.3%	3.9%	2.4%	-6.1	-2.0%	-2.7	-4.6%	u
Cn1c(=O)c2c(nc(CN3CCc4ccccc4C3)n2Cc2ccccc2F)n(C)c1=O	-2.0%	u	-3.8%	7.3%	-7.4	0.4%	10.3	12.3%[57.1 µM]	0.2%
CCC(CC)c1nc(C(N)=O)c2[nH]c(=O)n(-c3ccc(OC)c(OC)c3)c2n1	-6.9%	-28.7%	-7.1%	-1.3%	-4.6	0.8%	0.0	-1.9%	-8.0%
Cc1cc(C)c(C(=O)C(C)OC(=O)c2ccc(Cl)nc2)cc1C (configuration not stated)	-4.6%	-3.8%	-0.1%	8.0%	3.2	0.2%	-2.0	-5.5%	0.1%
O=C(CCl)N(c1ccccc1)C1CCS(=O)(=O)C1 (configuration not stated)	-13.6%	-23.1%	3.5%	-5.1%	-2.5	5.7%	-3.9	6.1%	-9.6%
O=C(Cn1c(=O)n(Cc2ccco2)c(=O)c2cc(Cl)ccc21)NCC1CCCO1 (configuration not stated)	-2.3%	-3.9%	3.6%	6.2%	-1.1	1.8%	0.2	6.6%[57.1 µM]	0.4%
Cc1cc2c(SCC(=O)NC3CCCC3)ncnc2s1	1.6%	-9.2%	3.0%	1.4%	1.8	6.3%	-3.7	-3.3%	-3.3%
O=C1CC(c2ccccc2)CN1Cc1ccccc1 (configuration not stated)	-1.0%	-4.6%	3.4%	-15.0%	-5.0	0.9%	-2.4	5.0%	-21.4%
CCOc1cc(CNCc2ccncc2)cc(Br)c1OCc1ccccc1F	-5.7%	-15.5%	10.9%	8.2%	3.4	3.1%	-3.1	6.5%	0.4%
CN1CC(=O)N(CCOc2ccccc2)C1=O	-3.0%	-4.7%	-1.7%	-1.9%	-10.5	1.2%	-0.9	-2.7%	-1.2%
Cc1nc2c(-c3ccc(F)cc3)c(C)nn2c(C)c1CCC(=O)Nc1ccc(F)cc1F	-3.9%	3.4%	-6.1%	5.0%	-1.0	0.1%	-11.1	10.0%	-0.2%
O=C(NCc1ccccn1)c1ccc2c(=O)n3nc(Nc4ccccc4)sc3nc2c1	-8.0%	u	7.3%	3.0%	-15.7	20.8%	-2.9	4.1%	0.4%
O=C(O)C(Cc1ccccc1)N1C(=O)CCC1=O (configuration not stated)	-1.5%	-21.6%	3.9%	-6.0%	3.3	0.7%	-4.9	-17.7%[57.1 µM]	5.1%
COc1cccc(NC(=O)CN(C)C(=O)CCNC(=O)c2ccccc2OC)c1	-1.2%	-4.6%	3.9%	4.7%	2.9	x	-5.4	-3.4%[57.1 µM]	-0.1%
CC(C)CNS(=O)(=O)c1cc(C(=O)N2CCOCC2)c(Cl)cc1Cl	0.0%	5.1%	3.8%	1.5%	-1.5	0.8%	-3.5	6.2%	-0.9%
CC(Oc1ccc2c(-c3ccccc3)cc(=O)oc2c1)C(=O)NCc1ccccn1 (configuration not stated)	-0.6%	-18.7%	8.1%	-0.6%	-5.9	-0.7%	-5.8	2.3%	-1.3%
Cc1ccc(N(CC(=O)NN=C2CCN(C)CC2)S(=O)(=O)c2ccccc2)c(C)c1	-5.3%	-10.4%	5.7%	4.3%	8.2	-0.2%	-2.6	-5.6%	-2.5%
